M. tuberculosis – growth inhibition of non-replicating M. tuberculosis (AID 488890) | inhibition, % at 25 µM, or IC50 in µM where a hit was titrated | actives 0.39% (n = 320,000) | Mycobacterium tuberculosis non-replicating, growth inhibition; higher % means a stronger effect; in the data active = a potency from the dose series; inconclusive = inhibition mostly from about 82% at the one dose, without a potency; inactive = the rest, 99 in 100 with inhibition below about 76%;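 note: plate controls were DMSO cells for no effect and high antibiotic wells for full effect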
H37Rv inhibition – M. tuberculosis growth inhibition, HTS (AID 449762). M. tuberculosis H37Rv growth inhibition, 7H9 media; higher % means a stronger effect. actives 0.59% (n = 330,000). inhibition, % at 25 µM; hits with a dose series show IC50 in µM; in the data active = a potency from the dose series; inconclusive = inhibition above about 70% without an active follow-up result;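 note: bacterial growth assessed after seven days of incubation; strong numbers were not always called active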
VEEV TC-83 Vero – inhibitors of VEEV TC-83 cytopathic effect, confirmation, Vero cells (AID 588727); actives 0.13% (n = 350,000); Vero cells, VEEV TC-83 cytopathic effect inhibition; higher % means a stronger effect; inhibition, % at 20 µM, or IC50 in µM where a hit was titrated; in the data active = a potency from the dose series; inconclusive = inhibition mostly from about 14% at the one dose, without a potency; inactive = the rest, 99 in 100 with inhibition below about 12%; note: strong numbers were not always called active
Salmonella PhoP GFP – PhoP regulon inhibitors, Salmonella typhi PhoP promoter GFP reporter, confirmatory (AID 1850); Salmonella Typhi PhoP-promoter GFP reporter, fluorescence, 4 h; higher % means a stronger effect; inhibition, % at 50 µM, or IC50 in µM where a hit was titrated; actives 0.33% (n = 310,000); in the data active = a potency from the dose series; inconclusive = inhibition mostly from about 25% at the one dose, without a potency; inactive = the rest, 99 in 100 with inhibition below about 19%;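 note: 0% = induced wells with vehicle and 100% = uninduced wells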
H1N1 NS1A inhibition – NS1A inhibition, H1N1 influenza, cell based functional assay (AID 504329) | NS1A functional cell-based assay, percent inhibition; higher % means a stronger effect | inhibition, % at 12.5 µM, or IC50 in µM where a hit was titrated | actives 0.3% (n = 340,000); in the data active = a potency from the dose series; inconclusive = inhibition above about 27% without an active follow-up result; note: strong numbers were not always called active
VEEV TC-83 Vero 10K pilot screen – second read-out of VEEV TC-83 Vero, no call of its own (marks repeat the call); inhibition, %; measured here: 10K pilot screen inhibition
An asterisk follows results filed as active; i = inactive; ? = inconclusive; · = not tested or not shown.

SMILES	M. tuberculosis	H37Rv inhibition	VEEV TC-83 Vero	Salmonella PhoP GFP	H1N1 NS1A inhibition	others
Cc1c(NC(=O)c2ccc(N3CCCC3)c([N+](=O)[O-])c2)cccc1-c1nc2ccccc2s1	17%	?	1.9%	2%	10%
COc1ccccc1NCCC(=O)OCC(=O)NCc1ccco1	32%	-6%	2.0%	8%	2%
CCOc1ccccc1NC(=O)CSc1c(C)n[nH]c1C	?	4%	2.9%	-3%	0%
Cc1nc2c(c(C)c1C#N)C(=O)c1ccccc1-2	5%	4%	0.5%	-15%	3%
CN1/C(=C\C(=O)c2cccs2)C(C)(C)c2ccccc21	?	?	7.4%	-10%	-26%
Cc1[nH]n(-c2ccccc2)c(=O)c1C(=O)c1ccccc1	?	1%	1.2%	-2%	1%
CC(C)N(C(=O)CSc1ccc(S(=O)(=O)N2CCCCC2)cn1)c1ccccc1	39%	1%	4.7%	·	-13%
O=C(CSc1cccc[n+]1[O-])Nc1cc2c(cc1Cl)C(=O)c1ccccc1C2=O	71%	?	1.4%	-18%	3%
CC1(C)CC(=O)C2=C(C1)N(c1ccccc1)C(N)=C(C#N)C2c1ccccc1 (stereo not given)	12%	-2%	6.0%	-3%	1%
CCCc1nn(CCc2ccccn2)c(N)c1CC	1%	-14%	i	-10%	-9%
CCOC(=O)N1C2CCC(C2)N1C(=O)OCC	·	·	i	·	-2%
CC(=O)c1cccc(NS(=O)(=O)c2c(C)n[nH]c2C)c1	7%	0%	1.4%	10%	7%
COCCN(C(=O)CC(C)(C)C)c1nnc(-c2cccnc2)s1	2%	4%	0.1%	-1%	3%
COC(=O)c1ccc(C2SCC(=O)N2Cc2ccccc2)cc1 (stereo not given)	35%	25%	0.1%	2%	-25%
C#CCNC(=O)C1=C[C@@H](c2ccc(Br)cc2)[C@H](CCCO)[C@@H](OCC)O1	-2%	-2%	i	-5%	1%
O=C(O)CSCc1ccc(Cl)cc1	-7%	-2%	0.7%	-5%	11%
CCCN(Cc1nnc(-c2cccs2)o1)C(=O)CN1C(=O)NC2(CCC(C)CC2)C1=O (stereo not given)	-2%	-9%	0.4%	·	-2%
COc1cccc(CN2CC(C(=O)N3CCCCCC3)CCC2=O)c1 (stereo not given)	-6%	4%	0.6%	0%	-10%
COc1ccc(NC(=O)NCCN2CCN(c3cccc(Cl)c3)CC2)cc1	·	-9%	0.8%	-8%	5%	VEEV TC-83 Vero 10K pilot screen=0.3
COC(=O)CCC(=O)OC1(C)C(=O)C=C2C=C(C3CC3)N(c3cccc(C#N)c3)C=C2C1=O (stereo not given)	0%	-6%	i	7%	3%	VEEV TC-83 Vero 10K pilot screen=2.7

Looked up by compound from the entries so far, 6 records:
SMILES	M. tuberculosis	H37Rv inhibition	VEEV TC-83 Vero	Salmonella PhoP GFP	H1N1 NS1A inhibition	others
C#CCNC(=O)C1=C[C@@H](c2ccc(Br)cc2)[C@H](CCCO)[C@@H](OCC)O1	-2%	-2%	i	-5%	1%
CC(=O)c1cccc(NS(=O)(=O)c2c(C)n[nH]c2C)c1	7%	0%	1.4%	10%	7%
CC1(C)CC(=O)C2=C(C1)N(c1ccccc1)C(N)=C(C#N)C2c1ccccc1 (stereo not given)	12%	-2%	6.0%	-3%	1%
COc1ccc(NC(=O)NCCN2CCN(c3cccc(Cl)c3)CC2)cc1	·	-9%	0.8%	-8%	5%	VEEV TC-83 Vero 10K pilot screen=0.3
CCOC(=O)N1C2CCC(C2)N1C(=O)OCC	·	·	i	·	-2%
CN1/C(=C\C(=O)c2cccs2)C(C)(C)c2ccccc21	?	?	7.4%	-10%	-26%

The main list resumes with the two entries that preceded the break.
SMILES	M. tuberculosis	H37Rv inhibition	VEEV TC-83 Vero	Salmonella PhoP GFP	H1N1 NS1A inhibition	others
COc1ccc(NC(=O)NCCN2CCN(c3cccc(Cl)c3)CC2)cc1	·	-9%	0.8%	-8%	5%	VEEV TC-83 Vero 10K pilot screen=0.3
COC(=O)CCC(=O)OC1(C)C(=O)C=C2C=C(C3CC3)N(c3cccc(C#N)c3)C=C2C1=O (stereo not given)	0%	-6%	i	7%	3%	VEEV TC-83 Vero 10K pilot screen=2.7
O=C(Nc1ccccn1)c1cc2ccccc2o1	?	4%	i	3%	-3%
Cc1cc(NCc2ccc(F)cc2)nc2cc(Cl)ccc12	62%	61%	1.0%	1%	1%
CN(CC(=O)Nc1ccccc1C(F)(F)F)C(=O)COc1ncnc2ccccc12	-1%	-7%	0.9%	18%	-1%
COC(=O)[C@H](CC(C)C)NS(=O)(=O)N(Cc1ccccc1)[C@@H](CC(C)C)C(=O)OC	-7%	-4%	0.0%	·	13%
CN1CCC(n2nccc2N)CC1	-7%	0%	0.4%	15%	6%
Cc1ccc(OCC(=O)N2CC(C)CC(C)C2)c([N+](=O)[O-])n1 (stereo not given)	-1%	-2%	i	·	-6%
C/C(=C\c1ccccc1)CN1CCC(C(=O)N2CCCCC2)CC1	-1%	-12%	0.2%	-7%	0%
CCN(C[C@H]1N[C@@](C)(C(=O)OC)[C@H]2C(=O)N(Cc3ccccc3)C(=O)[C@@H]12)C(=O)c1ccc(C)cc1	-1%	-4%	1.0%	·	-6%
O=C(Nc1ccc(S(=O)(=O)N2CCCCCC2)cc1)c1[nH]ncc1[N+](=O)[O-]	11%	-1%	?	-7%	-16%
C=CCN=C1SCC(=O)N1S(=O)(=O)c1ccc(C)cc1	2%	-3%	0.3%	-1%	-1%
NS(=O)(=O)c1ccc(NC(=O)COC(=O)c2c3c(nc4ccccc24)/C(=C\c2ccc4c(c2)OCO4)CCC3)cc1	30%	43%	1.3%	-5%	-7%
Cc1ccc(C(=O)NCCc2ccc(S(=O)(=O)N3CCCC3)cc2)cc1	-7%	0%	2.1%	12%	-8%
Cc1ccc(C(=O)COC(=O)CCN2C(=O)C3C4C=CC(C5CC45)C3C2=O)cc1 (stereo not given)	?	13%	1.4%	-1%	-1%
N/C(=N\[N+](=O)[O-])NCCCC(NC(=O)CNC(=O)c1ccccc1)C(=O)O (stereo not given)	6%	2%	0.3%	-1%	8%
Cc1cccc(C)c1OCCn1nnc2ccccc21	51%	0%	i	0%	-9%
C=C(C)CNC(=S)Nc1cccc2cnccc12	80%	6%	i	-1%	-2%
O=C(NNC(=O)c1cccs1)c1ccc(Br)cc1	61%	-1%	0.6%	4%	8%
COc1ccc(-c2ccnc(-c3ccc(OCCCF)cc3)n2)cc1	53%	36%	1.9%	-6%	-3%
O=C(c1ccc(F)c(S(=O)(=O)N2CCOCC2)c1)N1CCc2ccccc21	-7%	2%	9.4%	1%	-4%
CCCCNC(=O)Oc1cccc(N2CCCC2=O)c1	28%	65%	1.7%	0%	1%
Cc1cc(C)n(-c2ccc(C(=O)Nc3cccc([N+](=O)[O-])c3)cc2)n1	-3%	-4%	0.4%	8%	2%	VEEV TC-83 Vero 10K pilot screen=1.4
CCCCSc1nc(C)cc(NC(=S)Nc2ccc(OC)cc2)n1	-16%	1%	i	3%	3%
CCn1cc(C(=O)O)c(=O)c2cnc(N3CCN(C(=S)NC(=O)c4ccc(Cl)cc4Cl)CC3)nc21	-6%	2%	1.9%	9%	-1%
COc1cccc(-c2noc(C3CCCN(C(=O)c4ccc(F)cc4)C3)n2)c1 (stereo not given)	46%	4%	i	0%	1%
COc1ccc(C2C(C(=O)c3ccc(C)o3)=C(O)C(=O)N2c2cc(C)on2)cc1OC (stereo not given)	12%	-1%	2.5%	9%	14%
COC(=O)Cn1cc(/C=N/NC(=O)COc2cccc3cccnc23)c2ccccc21	-5%	8%	2.1%	-6%	-5%
O=C(Nc1cccc([N+](=O)[O-])c1)c1ccn[nH]1	-1%	-3%	0.5%	15%	4%
O=C(C1CCN(S(=O)(=O)c2ccccc2)CC1)N(CCc1ccccc1)Cc1ccco1	34%	-1%	i	2%	7%
Cc1cc(NC(=O)Cc2cccs2)no1	13%	-12%	0.5%	2%	7%
O=C(Nc1nccs1)c1ccccc1[N+](=O)[O-]	6%	-1%	0.8%	-3%	19%
CC(=O)Nc1ccc(NC(=O)CN(c2ccc(C(C)C)cc2)S(=O)(=O)c2ccccc2)cc1	0%	-6%	0.6%	7%	4%
CC(C)c1ccc(N2C(=O)CC(Sc3nc4ccccc4o3)C2=O)cc1 (stereo not given)	?	59%	5.6%	-8%	0%
COc1cc(C(=O)NCCNC(=O)c2cnccn2)cc(OC)c1OC	0%	-14%	1.3%	12%	11%
COc1ccc(Cl)cc1N(C(C)C(=O)NC1CCCC1)S(C)(=O)=O (stereo not given)	0%	0%	i	3%	1%
COc1cccc(CC(=O)Nc2nccs2)c1	-1%	-9%	0.5%	-6%	26%
Cc1cc(C)n(CCCC(=O)O)n1	1%	14%	0.2%	4%	-1%
COC(=O)c1ccc(C(=O)OC)c(NC(=O)CN2CCN(c3ccccc3OC)CC2)c1	64%	?	7.4%	-5%	0%
CCN1CCN(c2ccc(NC(=O)COc3ccc([N+](=O)[O-])cc3)cc2)CC1	-13%	-3%	0.2%	-3%	-4%
CC(C)(C)c1nnc(NC(=O)C2CCN(c3ncccn3)CC2)s1	18%	0%	i	-4%	4%
CC(=O)Nc1cc2c(nc1C)nc(C)n2Cc1ccc(Br)cc1	-12%	1%	2.2%	-5%	4%
C=CCn1c(SCC(=O)NC23CC4CC(CC(C4)C2)C3)nc2cc(C(=O)O)ccc2c1=O	-5%	-2%	2.1%	-2%	-2%
COCCNC(=O)c1ccc(NS(=O)(=O)c2ccc3[nH]c(=O)[nH]c3c2)cc1	-1%	-9%	1.8%	-1%	-4%
Cc1nn(CCCC(=O)NCc2ccccc2Cl)c(=O)c2nccn12	-14%	-7%	i	0%	6%
CCNC(=O)NC(=O)CSc1cccc(C(F)(F)F)c1	73%	1%	0.3%	-14%	-3%
OC1(c2ccc(Cl)cc2)CN(c2ccccc2)C2=[N+]1CCS2 (stereo not given)	49%	13%	1.6%	-10%	-1%
Cc1ccc(-c2noc(C3CCCN(C(=O)c4ccccc4Br)C3)n2)cc1 (stereo not given)	17%	6%	i	0%	-1%
Brc1ccc(-c2noc(C3CCCCC3)n2)cc1	?	8%	0.2%	2%	-10%
Cc1ccc(C)c(S(=O)(=O)/N=C(/Nc2ccccc2)c2ccccc2)c1	7%	-6%	4.0%	·	8%
Cc1cc(NC(=O)CSc2nnnn2-c2ccccc2C)no1	?	?	0.8%	-6%	2%
COc1ccc(NC(=O)CSc2nnc(-c3ccccc3C)n2C)cc1	21%	-12%	i	4%	-6%
Following part
SMILES	M. tuberculosis	H37Rv inhibition	VEEV TC-83 Vero	Salmonella PhoP GFP	H1N1 NS1A inhibition	others
COc1cc(-c2cc(C(=O)NCc3ccc(S(N)(=O)=O)cc3)c3ccccc3n2)cc(OC)c1OC	-6%	3%	12%	1%	-1%
CC1(C)Cc2c(cnn2-c2ccc(F)cc2)C(NC(=O)CN2CCCCC2=O)C1 (stereo not given)	-1%	-1%	0.7%	-4%	3%
CN(c1ccccc1)S(=O)(=O)c1cccc(C(=O)OCC(=O)NCc2ccco2)c1	17%	1%	i	6%	8%
CCOc1ccc(NC(=S)NC(C)c2cccs2)cc1 (stereo not given)	?	-2%	1.8%	-11%	1%
C[C@H](NC(=O)c1ccc(Cl)cc1)C(=O)NCCc1ccc(S(N)(=O)=O)cc1	4%	-3%	3.1%	-3%	-2%
CCOc1ccc(CCNC(=O)CN2C(=O)COc3ccc(S(=O)(=O)N4CCOCC4)cc32)cc1	9%	3%	i	4%	6%
Cc1c(C(=O)N2CCN(C3CCS(=O)(=O)C3)CC2)oc2c(F)cccc12 (stereo not given)	5%	-5%	5.9%	·	0%
COc1ccc(CNC(=O)N[C@H](C(=O)O)C(C)C)cc1OC	-10%	-3%	0.4%	-2%	14%
O=C(COC(=O)c1ccc([N+](=O)[O-])s1)Nc1ncc(C(F)(F)F)cc1Cl	79%	2%	0.7%	-16%	10%
Cc1cccn2c(=O)c3cc(C(=O)O)n(C)c3nc12	-33%	-7%	0.5%	-2%	5%
Cc1ccc(N2C(=O)c3ccccc3C2=O)cc1C	0%	11%	4.0%	2%	-4%
CCN(c1ccccc1)S(=O)(=O)c1ccc(Oc2ccccc2)c(N)c1	·	·	1.6%	·	2%
CC(NC(=O)CCCc1c[nH]c2ccccc12)c1ccc(F)cc1 (stereo not given)	29%	4%	0.9%	-9%	5%
Fc1ccc(N/N=C/c2ccc(N3CCOCC3)cc2)c(F)c1	67%	?	2.1%	2%	-9%
O=C(Cc1ccccc1)OCC(=O)c1ccc(F)cc1	15%	-1%	1.0%	·	-4%
CCCCCn1c(=O)c(C(=O)Nc2cnccn2)c(O)c2ccccc21	2.5µM*	-6%	1.5%	-2%	-21%
CCS(=O)(=O)N1CCC(C(=O)Nc2cccc(C(C)=O)c2)CC1	0%	-4%	2.5%	-15%	0%
COC(=O)C1C(C(C)C)N(c2ccccc2)OC1(C)O (stereo not given)	70%	-22%	0.5%	-5%	0%

High-throughput results (PubChem BioAssay)
